697 NFkB inh: lowers PMA/ionomycin-induced NF-kB signal in 697 B cells; 697 B-cell NF-kB luciferase reporter, 16 h; inhibition, % at 4 µM; 0.33% of 330,000 active; in the data active means inhibition above about 35%
APJ antagonist: antagonists of human APJ apelin receptor; P35414; CHO-K1 APJ beta-arrestin complementation, luminescence; inhibition, % at 20 µM; 0.32% of 330,000 active; AID 2521;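 active means inhibition above about 40% at 20 µM, limit read from the data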;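 further: cells challenged with 10 nM apelin-13 agonist together with compound; plate controls were apelin-13 plus DMSO wells for no effect and DMSO wells lacking apelin-13 for full effect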
Target sequence (P35414 whole entry, looked up): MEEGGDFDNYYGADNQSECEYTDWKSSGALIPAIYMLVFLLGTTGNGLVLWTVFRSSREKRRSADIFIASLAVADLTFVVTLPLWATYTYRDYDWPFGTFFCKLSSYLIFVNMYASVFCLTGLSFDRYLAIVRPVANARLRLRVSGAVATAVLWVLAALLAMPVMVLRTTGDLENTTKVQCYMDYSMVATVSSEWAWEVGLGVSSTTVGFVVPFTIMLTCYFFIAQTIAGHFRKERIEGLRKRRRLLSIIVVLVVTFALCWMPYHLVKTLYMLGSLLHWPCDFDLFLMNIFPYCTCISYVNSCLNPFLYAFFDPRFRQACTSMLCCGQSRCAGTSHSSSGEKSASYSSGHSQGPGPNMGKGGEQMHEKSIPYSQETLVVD
UPR CHOP act: apoptotic UPR (CHOP) activation; 0.34% of 330,000 active; activation, % at 10 µM; CHO-CHOP luciferase reporter, luminescence; percent of tunicamycin response over DMSO baseline;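 active means at 10 µM dose, activation of 40% or more, normalized to positive control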;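 further: 100% = tunicamycin at 10 µg/mL and 0% = DMSO alone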
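System: CHO-CHOP luciferase reporter cell line; amount: 500 cells/well; buffer or medium: F12 medium containing 10% fetal bovine serum; incubation: 6 h compound exposure at 37 °C after overnight seeding; measured by: luciferase luminescence after 10 min with Steady-Glo reagent; evaluation: % reporter activation, DMSO baseline versus tunicamycin full activation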
XBP1 UPR activ: activators of adaptive arm of unfolded protein response (XBP1); 0.33% of 330,000 active; activation, % at 20 µM; CHO-XBP1 luciferase reporter, IRE1-XBP1 UPR activation, luminescence; percent of tunicamycin response, DMSO as zero;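 active means versus positive control, 20 µM dose yields 30% or more activation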;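 further: 100% = tunicamycin at 10 µg/mL and 0% = DMSO only wells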
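incubation = overnight seeding at 37 °C, 6 h compound treatment at 37 °C | assay system = CHO-XBP1 cells stably carrying IRE1-XBP1-driven luciferase reporter | input = 1000 cells per well | detection = luciferase luminescence | dosing = single point, 20 µM final compound, 1% DMSO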
Jurkat NFkB inh: inhibitors of the PMA/ionomycin-induced NF-kB reporter in Jurkat cells | PMA/ionomycin-induced NF-kB luciferase reporter, luminescence | inhibition, % at 4 µM | 0.53% of 330,000 active | AID 435003; in the data active means inhibition above about 50%
Mdm2 MdmX PPI: human Mdm2/MdmX binding inhibition | O15151+Q00987 | inhibition, % at 8 µM | 3% of 330,000 active | AID 485346 | SaOS-2 split-luciferase Mdm2/MdmX complementation, luminescence;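 active means inhibition of at least 50% at 8 µM in the primary screen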
tim23-1 inh: tim23-1 yeast growth inhibition. S. cerevisiae tim23-1 growth, BacTiter-Glo luminescence, 24 h. inhibition, % at 20 µM. 1.3% of 330,000 active;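 active means growth inhibition of the mutant yeast at or above 50%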;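 further: temperature-sensitive mutant grown at 25 °C; plate controls were DMSO-treated mutant yeast for no effect and medium wells lacking yeast for full effect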
APJ agonist: activates the human apelin receptor APJ | P35414 | CHO-K1 APJ PathHunter beta-arrestin, luminescence; 0% DMSO wells, 100% apelin | activation, % at 20 µM | 0.11% of 330,000 active | AID 2520;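 active means activation more than six SD over the plate average, tested at 20 µM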;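 further: 0% = DMSO alone and 100% = apelin-13 at 10 nM; some results filed as inactive read as strong as hits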
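system = engineered CHO-K1 APJ arrestin reporter cells | input = 1000 cells per well | timing = overnight seeding, 90 min compound at 25 °C, 1 h detection | measured by = enzyme-fragment complementation luminescence | read-out = beta-arrestin recruitment to APJ as agonist activity, luminescent signal | control set = negative DMSO alone, positive Apelin-13 at 10 nM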
Numbers without * were called inactive; i = inactive.

The line under a structure holds: 697 NFkB inh, APJ antagonist, UPR CHOP act, XBP1 UPR activ, Jurkat NFkB inh, Mdm2 MdmX PPI, tim23-1 inh, APJ agonist
- COc1ccccc1Nc1nc(-c2ccccc2)nc2ccccc12
 : -8, 2, 0.9, 3, 15, 6, 20, -1
- Cc1ccc(CN2CCNC(=O)C2CC(=O)N2CCN(c3ncccn3)CC2)o1 (stereo not given)
 : 5, -11, 1.4, -1, -6, -6, 17, -6
- COc1ccc(CCNC(=O)CNC(=O)Cn2ccc3ccccc3c2=O)cc1OC
 : 18, -4, 2.2, -1, 0, -24, 0, -5
- CC1=CC(C)(C)C(C(=O)O)C(C(=O)O)C1 (stereo not given)
 : -23, 4, 0.0, 2, -8, 3, -2, -1
- COC(=O)C1=C(C)N(Cc2ccccc2)C(=NCc2ccc(OC)cc2)N[C@H]1c1ccccc1
 : 8, 7, 0.8, 2, 3, 65*, 6, 0
- Cc1nc(SC2CC(=O)N(c3ccccc3)C2=O)nc2c1CCCC2 (stereo not given)
 : 7, 4, -1.4, -2, 14, -3, 24, -1
- CN(c1ccccc1)S(=O)(=O)c1nnc(NC(=O)COc2ccccc2F)s1
 : 5, 6, 0.6, -5, 8, 23, 21, -4
- COc1cc(C(=O)ONC(=O)c2ccc(OC(F)F)cc2)cc(OC)c1OC
 : -34, -51, 0.2, -4, -34, 19, 23, 8
- CCOC(=O)N1CCN(C(=O)COC(=O)c2cc(C)ccc2C)CC1
 : -4, 4, 0.0, 0, -3, 0, 17, -1
- Fc1ccc(CN2CCN(c3ncnc4scc(-c5ccccc5)c34)CC2)cc1
 : -24, 10, 7.6, 7, 2, 28, 47, 1
- O=C(C1COc2ccccc2O1)N1CCN(c2nc3ccccc3s2)CC1 (stereo not given)
 : -1, 13, 2.6, 1, -9, 3, 26, 2
- CCN1CN(Cc2ccccc2)CNC1=S
 : -21, -19, 0.2, -2, -14, -41, 17, 0
- CC(C)Nc1nc(NC(C)C)nc(N(C)C(N)=O)n1
 : 6, 19, -1.2, 6, 3, 15, 5, -2
- S=C(NCCc1ccccc1)Nc1ccc(Cl)cc1
 : -43, -8, 6.5, -4, -29, -35, 36, -2
- CC1CCCC(NC(=O)CCNC(=O)c2ccccc2Cl)C1C (stereo not given)
 : 19, 5, 1.6, -3, -6, 10, -4, 8
- COc1cc(-c2noc(C)c2/C=C/c2ccc(N)cc2)cc(OC)c1OC
 : -149, -15, 0.9, 16, 58*, 84*, 31, -4
- O=C(Nc1ccc(N2CCOCC2)cc1)c1ccc2ncsc2c1
 : -83, 2, 1.3, -2, -42, -16, 6, 8
- COc1ccc(CCNC(=O)c2cc(-c3cc(Cl)ccc3O)n[nH]2)cc1OC
 : -1, -23, 1.0, -2, -6, 38, -7, -1
- C#CCNC(=O)C1=C[C@H](c2ccc(C(F)(F)F)cc2)C[C@H](OCc2ccc(CO)cc2)O1
 : 8, 10, 1.7, 1, 3, 29, 14, 1
- CCN(Cc1ccncc1)Cc1nc(-c2ccc(C(=O)OC)cc2)no1
 : -3, -20, -2.5, 6, -8, 12, -247, -3
- N/C(=N\OC(=O)c1csnn1)c1ccc(C(F)(F)F)cc1
 : -25, -28, 5.3, 6, -8, -35, 18, 6
- O=C1NC(=O)C2(CCC(C(=O)O)C2)N1 (stereo not given)
 : 16, 0, -1.3, 1, -1, 0, -10, -2
- O=C(N1CCCCC1)N1CCN(c2ccc(Cl)cc2)CC1
 : -2, -12, 6.2, -1, 9, -8, 14, -4
- COc1ccc(-c2cc(C(=O)N(C)Cc3ccccc3)c3ccccc3n2)cc1
 : -1, 5, 3.9, -4, 3, 17, 49, 2
- COc1ccc(-c2noc(N3CCC(C(=O)NCCCN4CCC(C)CC4)CC3)n2)cc1
 : -12, 8, 4.1, -1, 16, 33, 11, -3
- COc1ccccc1CNC(=O)C1(NC(=O)Nc2ccc(C)cc2)CCCCC1
 : 11, -2, -1.5, 0, 3, -35, 15, -2
- COc1ccc(NS(=O)(=O)c2ccc(O)c(C(=O)OCC(=O)N3CCCCC3)c2)cc1
 : 11, 5, -0.4, -4, -1, -2, 19, -5
- Cc1cc(CN(C)C(=O)c2ccc(OC3CCN(CCc4ccccc4)CC3)cc2)on1
 : 14, -27, 1.6, -2, 10, 19, 10, -1
- CN(CC(=O)NCCc1ccccn1)S(=O)(=O)c1ccc(Cl)cc1
 : -3, 10, 0.5, -1, 4, -13, 0, -2
- CC(C)n1c(SCC(=O)NC2CC2)nnc1-c1ccco1
 : 17, -3, -1.7, -1, 6, -15, -7, -1

A stretch from the list above, as a working copy:
The line under a structure holds: 697 NFkB inh, APJ antagonist, UPR CHOP act, XBP1 UPR activ, Jurkat NFkB inh, Mdm2 MdmX PPI, tim23-1 inh, APJ agonist
- COc1ccccc1Nc1nc(-c2ccccc2)nc2ccccc12
 : -8, 2, 0.9, 3, 15, 6, 20, -1
- Cc1ccc(CN2CCNC(=O)C2CC(=O)N2CCN(c3ncccn3)CC2)o1 (stereo not given)
 : 5, -11, 1.4, -1, -6, -6, 17, -6
- COc1ccc(CCNC(=O)CNC(=O)Cn2ccc3ccccc3c2=O)cc1OC
 : 18, -4, 2.2, -1, 0, -24, 0, -5
- CC1=CC(C)(C)C(C(=O)O)C(C(=O)O)C1 (stereo not given)
 : -23, 4, 0.0, 2, -8, 3, -2, -1

Continued.
The line under a structure holds: 697 NFkB inh, APJ antagonist, UPR CHOP act, XBP1 UPR activ, Jurkat NFkB inh, Mdm2 MdmX PPI, tim23-1 inh, APJ agonist
- Cc1cc(N2CCOCC2)cc(C)[n+]1[O-]
 : 3, 19, -1.3, 0, 17, 15, 3, -1
- O=C(NC(Cc1c[nH]c2ccccc12)C(=O)Nc1ccc(OC(F)(F)F)cc1)c1cccs1 (stereo not given)
 : i, 2, 1.3, -1, -65, 93*, 6, -2
- COc1ccc(Cl)cc1NC(=O)CN(C)C(=O)CN1C(=O)NC2(CCCC2)C1=O
 : -17, 13, -1.1, 1, -5, 8, -3, 0
- N#CCCN(C(=O)Nc1ccc(Cl)c(Cl)c1)c1ccccc1
 : 18, 0, -0.9, -2, -9, 11, 20, 4
- COc1ccccc1-c1noc(-c2cccnc2)n1
 : -18, 3, 7.0, 2, -13, -13, 6, -3
- COc1ccc(-c2nc(CN3CCN(Cc4cccc(Cl)c4)CC3)c(C)o2)cc1
 : -25, 17, -0.1, -2, 3, 20, 7, 1
- Cc1ccc(-c2nn(-c3ccccc3)cc2CSC(=N)N)cc1
 : -21, 10, 2.9, 1, -3, 52*, 21, -3
- Cc1ncc([N+](=O)[O-])n1CC(=O)NC1CCCCC1
 : 22, 7, -0.1, -2, 1, 18, -9, -5
- O=C(CCc1nc(-c2ccccc2Cl)no1)NCCc1ccccc1
 : 6, 9, -1.4, 0, 5, -27, 34, -4
- Cc1cnc(NC(=O)CSCc2c(C)noc2C)s1
 : 11, 9, -1.1, 0, 1, 3, 11, -3
- COc1ccc(C=O)c2[nH]c3c(Cl)ncnc3c12
 : 1, 13, 2.6, 2, 5, 26, 1, -1
- CCn1c(SCc2ccccc2)nnc1C1CCN(S(=O)(=O)c2ccc(OC)cc2)CC1
 : 2, 7, 3.7, 0, 16, 17, 7, -3
- CCOC(=O)c1oc2ccccc2c1CN1CCCCC1
 : 8, -1, 0.4, 4, -3, 3, 0, -5
- COc1ccccc1-c1nn2c(C3COc4ccccc4O3)nnc2s1 (stereo not given)
 : -21, 2, 0.9, 5, 13, -9, 46, -2
- O=C(Nc1ccc2nc[nH]c2c1)c1ccco1
 : -22, -2, -0.4, -2, -38, 2, 11, 4
- COc1ccc(Cl)c(Cn2c(NCc3ccco3)nc3c2c(=O)n(C)c(=O)n3C)c1
 : -8, 4, 1.7, -5, 11, 20, -5, 0
- CN(Cc1c(F)cccc1Cl)C(=O)CNC(=O)c1sc2ccccc2c1Cl
 : -17, -40, 5.8, 3, -27, -62, -1, 0
- O=C(Nc1nccs1)c1ccc2ccccc2n1
 : -140, 33, -0.8, -2, -98, -97, -1, -4
- O=C(O)CSc1nnc(COc2ccc(Br)cc2)n1-c1ccccc1
 : 7, 16, 0.7, -2, 4, 6, -11, 0
- CC1Cc2cc(-c3csc(N)n3)ccc2O1 (stereo not given)
 : -105, 3, 2.8, -1, -99, -128, 1, -1
- O=S(=O)(c1cccc(C(F)(F)F)c1)N1CCCC1c1cccnc1 (stereo not given)
 : 11, 16, 1.0, -1, -20, 15, 22, -1
- COc1ccc(OCc2cc(C(=O)NCCN3CCCc4ccccc43)no2)c(Cl)c1
 : -11, -14, 3.5, -6, -19, 2, 17, -2
- Cc1nc(C)c(C(=O)Nc2cccc(F)c2)s1
 : -9, -20, 2.7, 2, -31, -12, 4, -2
- Nc1ccccc1C(=O)NCCCN1CCN(c2cccc(Cl)c2)CC1
 : 4, -1, 2.3, 1, 11, 23, -12, -2
- CCOC(=O)c1ccc2nc(NC(NC(C)=O)(C(=O)OC)C(F)(F)F)sc2c1 (stereo not given)
 : 9, -1, 3.5, -1, 2, 16, 19, -3
- O=C(O)c1ccc(N/N=C/c2ccc(-c3ccc(Br)cc3)o2)cc1
 : -29, -12, 4.0, 3, -26, 27, 52*, 0
- CCOC(=O)CCn1nc(-c2ccc(Cl)cc2)cc1N
 : -32, 23, 5.2, 0, -28, -24, 4, -1
- NNC(=O)COc1cccc2cccnc12
 : 17, -6, 1.7, 0, 3, 10, -1, -2
- CC(C)Cc1nnc(NC(=O)c2cc([N+](=O)[O-])ccc2N2CCOCC2)s1
 : -12, 15, 2.1, -4, -4, 1, 29, -1
- C/C(=N\Nc1nc2ccccc2nc1C)c1ccccc1O
 : -4, 13, 2.1, 4, -22, 17, 7, -1
- C=CC[C@@H](CC(=O)N[C@H](CO)Cc1ccccc1)C(=O)N[C@H](COC(=O)[C@@H](CC=C)Cc1ccc(F)cc1)Cc1ccccc1
 : 4, 2, 3.6, -1, -1, -2, 5, -3
- COc1ccc(C(=O)/C=C/Nc2ccc(S(=O)(=O)Nc3nc(C)cc(C)n3)cc2)cc1OC
 : 18, -12, 0.3, -2, 2, 23, 14, -1
- COC(=O)c1cc(S(=O)(=O)NCC2CCN(Cc3ccc(F)cc3)CC2)c[nH]1
 : 2, -9, 3.6, -2, 5, -1, -6, 2
- Cc1nc2ccccc2n1CC(=O)NCCN1CCCC1
 : 12, 15, -2.2, 0, 3, 7, 1, 0
- COc1cccc(CNC(=O)CCCn2ncn3c(cc4occc43)c2=O)c1
 : -18, -15, 0.4, -2, 4, 27, 17, -1
- N/C(=N\OC(=O)/C=C/c1ccc(Br)cc1)c1ccccn1
 : -159, -11, 3.8, -3, -105, -96, 6, -2
- CCOCCCNCc1cc(Cl)cc(Cl)c1OCC
 : -4, 7, -1.8, 1, -2, 9, -16, -1

From PubChem
